HEK293 NOD2/NF-kB: inhibition of NOD2-driven NF-kB reporter – cell-based, luminescence, uHTS, HEK293 (AID 1566). inhibition, % at 4 µM, or EC50 in µM where a hit was titrated. HEK293 NOD2/NF-kB luciferase reporter, luminescence; higher % means a stronger effect. 290,000 compounds, 0.63% hits; note: many of its hits are not listed in these tables
TNAP activators: human TNAP enzyme activators, primary screen, biochemical, luminescent, no phosphate acceptor, uHTS (AID 1001); purified TNAP, luminescent activation assay, no phosphate acceptor; higher activation fold means a stronger effect; one-dose activation fold at 20 µM; EC50 in µM for titrated hits; 200,000 compounds, 0.03% hits; in the data active = activation fold from about 3, or a potency from the dose series; inactive = the rest, 99 in 100 with activation fold below about 1.6; note: many of its hits are not listed in these tables
XIAP antagonists: small molecules displacing peptide from XIAP – biochemical, IAP family, fluorescence polarization (AID 1018); 200,000 compounds, 0.007% hits; one-dose displacement, % at 20 µM; IC50 in µM for titrated hits; XIAP BIR domain, fluorescence polarization peptide displacement; higher % means a stronger effect; in the data active = displacement above about 50%; note: a part of the inactive calls stands beside numbers as strong as those of hits
LYP phosphatase: PTPN22 lymphoid phosphatase activity blockers – biochemical, fluorescence intensity, uHTS (AID 1779); one-dose inhibition, % at 11.5 µM; IC50 in µM for titrated hits; 290,000 compounds, 0.054% hits; recombinant LYP phosphatase, fluorescence intensity; higher % means a stronger effect;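 note: plate controls were vehicle with enzyme for no effect and no enzyme for full effect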
human PMI inhibitors: human PMI inhibitors, high substrate, primary screen, biochemical, fluorescence intensity, high mannose 6-phosphate (AID 1220). 190,000 compounds, 0.66% hits. recombinant PMI enzyme, coupled fluorescence intensity; higher % means a stronger effect. inhibition, % at 20 µM; hits with a dose series show IC50 in µM
KOR beta-arrestin-1: KOR antagonists, beta-arrestin recruitment, cell-based, luminescence, uHTS (AID 1778) | KOR beta-arrestin recruitment, luminescence, antagonist mode; higher % means a stronger effect | one-dose inhibition, % at 10 µM; IC50 in µM for titrated hits | 290,000 compounds, 0.091% hits; note: strong numbers were not always called active
human PMI inhibition: inhibitors of human PMI, primary screen, biochemical, fluorescence intensity, coupled assay (AID 1209); purified PMI enzyme, coupled fluorescence intensity; higher % means a stronger effect; 190,000 compounds, 0.42% hits; inhibition, % at 20 µM, or IC50 in µM where a hit was titrated;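 note: plate controls were DMSO vehicle for no effect and wells lacking substrate for full effect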
KOR beta-arrestin-2: KOR agonists, beta-arrestin recruitment, primary screen, cell-based, luminescence, uHTS (AID 1777); KOR beta-arrestin recruitment, luminescence; higher % means a stronger effect; 280,000 compounds, 0.02% hits; activation, % at 10 µM, or EC50 in µM where a hit was titrated; in the data active = activation above about 50%, passing the limit was not always enough; note: a part of the inactive calls stands beside numbers as strong as those of hits
NOD1 inhibition: NOD1 signaling inhibitors, primary screen, cell-based, luminescence, uHTS (AID 1578); NOD1-driven NF-kB luciferase reporter cells, luminescence; higher % means a stronger effect; inhibition, % at 4 µM; hits with a dose series show EC50 in µM; 290,000 compounds, 1% hits; in the data active = inhibition mostly above about 36%, no sharp cut-off; inactive = mostly below about 34%;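 note: HEK-293T reporter cells stimulated with the NOD1 agonist gamma-tri-DAP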
* = called active by the depositor; nt = no result given; [ ] = remark or other dose. Cut-off read from the data, not from the text of the source, unless noted: active = inhibition above about 50%; inactive = the rest.

SMILES	HEK293 NOD2/NF-kB	TNAP activators	XIAP antagonists	LYP phosphatase	human PMI inhibitors	KOR beta-arrestin-1	human PMI inhibition	KOR beta-arrestin-2	NOD1 inhibition
CCCCC1=CC2=CC(=O)C(C)(OC(=O)CC)C(=O)C2=CN1Cc1ccco1 (configuration not stated)	-2%	nt	nt	-7%	nt	41%	nt	-2.4%	9%
COc1ccc(/C=N/Nc2ncnc3sc4c(c23)CCCC4)cc1O	-28%	1.5	0.4%	6%	3%	-10%	1%	-1.6%	-22%
CCOC(=O)c1cnc(-n2cc(C)cn2)nc1Nc1ccccc1OC	10%	1	-4.9%	-15%	2%	28%	8%	-2.1%	2%
Fc1ccc(-c2csc(Nc3ccccn3)n2)cc1	-165%	nt	nt	0%	nt	-28%	nt	15%	-64%
O=C(/C=C/c1ccc(O)c(O)c1)NC(=O)c1ccccc1O	-2%	nt	nt	-2%	nt	21%[20 µM]	nt	-4.2%	-43%
NC(=O)[C@H]1CC2(CC(c3cccc(NC(=O)[C@H]4CCC(=O)N4)c3)=NO2)CN1C(=O)CC(c1ccccc1)c1ccccc1 (some centres not stated)	18%	nt	nt	-12%	nt	24%	nt	-2.4%	10%
CCOC(=O)C1(CCc2ccccc2)CCN(C(=O)c2cc(C)nc(C)n2)CC1	-30%	1	-5.2%	-4%	-5%	-1%	0%	-3.0%	-18%
COc1ccccc1OCc1ccc(C(=O)N2CCN(C(=O)c3ccco3)CC2)cc1	-5%	1.1	-8.4%	0%	-7%	-7%	-4%	-8.5%	-10%
CCCCNC(=O)C1CC(=O)N(c2ccc(OC)cc2)C1c1ccc(OC)cc1 (configuration not stated)	18%	1.1	-6.2%	-5%	3%	10%	5%	3.6%	20%
COc1ccc(NC(=O)CCN2C(=O)C3CC=C(Cl)CC3C2=O)cc1 (configuration not stated)	4%	1.1	1.7%	-4%	-5%	-17%	-8%	0.0%	-24%
COc1ccc(C2C(C(=O)Nc3cc(C)on3)c3ccccc3C(=O)N2C)cc1OC (configuration not stated)	1%	1.1	-1.8%	3%	7%	-8%	8%	4.7%	-16%
Cc1cc(C)n(-c2nnc(C)n2/N=C/c2ccco2)n1	18%	1.2	-5.6%	-10%	0%	10%	6%	-5.4%	-3%
O=C(c1ccccc1-c1ccccc1)N1CCCCC1	11%	1.1	-3.7%	-2%	-3%	23%	-2%	-1.5%	-29%
O=C(COC(=O)c1cccs1)Nc1cccc(S(=O)(=O)NC2=NCCCCC2)c1	14%	1	-8.6%	-6%	10%	-11%	8%	-0.5%	-19%
Cc1cc(NC(=O)COC(=O)CCS(=O)(=O)c2ccc(Cl)cc2)no1	9%	nt	nt	-9%	nt	-43%	nt	1.9%	-12%
Oc1ccc(C=NC2CCCCC2)c(O)c1	10%	1	-20%	-6%	29%	-14%	26%	nt	-22%
O=C(COC(=O)c1ccccc1NC(=O)c1ccco1)NCc1ccc2c(c1)OCO2	-26%	1.1	-0.4%	-6%	0%	-28%	-11%	-6.7%	-86%
O=C1CC(c2cc(F)ccc2F)c2cc3c(cc2N1)CCC3 (configuration not stated)	-14%	1.1	-10%	-4%	18%	-116%[20 µM]	20%	nt	64%*
CCn1c(C)nc2cc(C(=O)NNC(=S)Nc3ccc(Cl)cc3)ccc21	9%	nt	nt	-4%	nt	19%	nt	0.7%	-7%
CCSc1cc(N2CCCC2)nc(-c2cccc(C)c2)n1	7%	1	-6.3%	-8%	18%	-21%	12%	10%	47%
CC(=O)Nc1ccc(NC(=O)Nc2ccccc2C)cc1	-2%	1	-9.2%	-7%	10%	-15%	10%	-0.5%	-28%
O=C1COc2ccc(-c3csc(NCC4CCCO4)n3)cc2N1 (configuration not stated)	-8%	1	-2.2%	1%	-5%	17%	-19%	-6.5%	-38%
COC(=O)c1sccc1NC(=O)C1CC2CCC1C2 (configuration not stated)	7%	1.1	-2.3%	-6%	3%	14%	5%	-4.1%	0%
CC1CCCN(C(=S)NC2CCCC2)C1 (configuration not stated)	9%	1.1	-2.5%	0%	-6%	5%	0%	-3.3%	-14%
N#CCC(=O)NCC1(c2ccccc2)CCCC1	14%	1.1	-2.4%	-9%	12%	35%	9%	-3.5%	-16%

Arranged by count of non-hydrogen atoms (lowest first): 4 of the compounds above.
SMILES	HEK293 NOD2/NF-kB	TNAP activators	XIAP antagonists	LYP phosphatase	human PMI inhibitors	KOR beta-arrestin-1	human PMI inhibition	KOR beta-arrestin-2	NOD1 inhibition
CC1CCCN(C(=S)NC2CCCC2)C1 (configuration not stated)	9%	1.1	-2.5%	0%	-6%	5%	0%	-3.3%	-14%
Fc1ccc(-c2csc(Nc3ccccn3)n2)cc1	-165%	nt	nt	0%	nt	-28%	nt	15%	-64%
CCSc1cc(N2CCCC2)nc(-c2cccc(C)c2)n1	7%	1	-6.3%	-8%	18%	-21%	12%	10%	47%
Cc1cc(NC(=O)COC(=O)CCS(=O)(=O)c2ccc(Cl)cc2)no1	9%	nt	nt	-9%	nt	-43%	nt	1.9%	-12%

NOD1 inhibition: hit marks shown above.
SMILES	HEK293 NOD2/NF-kB	TNAP activators	XIAP antagonists	LYP phosphatase	human PMI inhibitors	KOR beta-arrestin-1	human PMI inhibition	KOR beta-arrestin-2	NOD1 inhibition
O=C1CC(c2cc(F)ccc2F)c2cc3c(cc2N1)CCC3 (configuration not stated)	-14%	1.1	-10%	-4%	18%	-116%[20 µM]	20%	nt	64%*

Next results follow.
SMILES	HEK293 NOD2/NF-kB	TNAP activators	XIAP antagonists	LYP phosphatase	human PMI inhibitors	KOR beta-arrestin-1	human PMI inhibition	KOR beta-arrestin-2	NOD1 inhibition
Cc1ccc(S(=O)(=O)/C(C#N)=C/c2ccccc2OCc2ccccc2)cc1	-13%	1.1	-0.6%	2%	-7%	0%	10%	2.4%	-13%
O=C(C1=C(c2ccccc2)C(=O)c2ccccc2C1=O)c1ccccc1	19%	1	-2.7%	2%	72%*	-20%	49%	0.5%	1%
COc1ccc(CNC(=O)CN(Cc2ccc(F)cc2)C(=O)CCC(=O)Nc2nccs2)cc1	-8%	nt	nt	-8%	nt	2%	nt	-3.1%	-33%
CC(=O)Nc1ccc(S(=O)(=O)NCc2nc(-c3ccc(C)cc3)no2)cc1	18%	nt	nt	-6%	nt	-5%	nt	-1.5%	-16%
O=C(OCC(=O)c1cccs1)c1cccc(C(=O)OCC(=O)c2cccs2)n1	16%	1.1	-5.9%	-5%	9%	-6%	12%	-1.3%	-10%
COC(=O)CSC1=C(C#N)C(c2ccsc2)CC(=O)N1 (configuration not stated)	-1%	0.9	-3.5%	3%	14%	3%	-11%	9.2%	-17%
O=C(CCN1C(=O)COc2ccccc21)NCCC1=CCCCC1	4%	1	0.4%	-2%	20%	32%	19%	0.0%	-17%
CC(NC(=O)Cc1cccs1)c1ccc2c(c1)OCO2 (configuration not stated)	-24%	1.1	-6.0%	-3%	11%	35%	11%	0.2%	-10%
COc1cccc(C(=O)/C=C/Nc2cccc(O)c2)c1	-171%	1	-4.4%	-2%	4%	-2%	10%	-6.2%	12%
CCCCc1nnc(NC(=O)CSc2nc(=O)cc(N)n2-c2ccccc2)s1	3%	1.2	-1.0%	-4%	1%	16%	6%	-3.5%	-15%
OCCSc1nnc(Nc2ccccc2)s1	-6%	1.1	-3.5%	0%	-3%	0%	2%	-3.3%	-30%
CSCC[C@H](NC(=O)OC(C)(C)C)C(=O)N1CCC(C(=O)N[C@H](C(=O)O)C(C)C)CC1	2%	1.1	-1.2%	-10%	-4%	5%	-4%	6.3%	18%
Cc1ccc(N2CCN(/N=C/c3ccccc3)CC2)cc1	2%	1	-7.3%	-5%	1%	26%	5%	2.2%	-35%
COc1ccccc1CNC(=O)/C=C/c1cc2c(cc1Br)OCO2	-16%	1.1	-12%	-5%	5%	6%	7%	9.3%	-6%
CC(C)(C)c1ccc(C(=O)NC(=S)NCc2cccnc2)cc1	-18%	0.9	-9.3%	0%	-7%	-18%	13%	5.2%	49%
O=C(C1=C(O)C(=O)N(CC2CCCO2)C1c1ccccc1)c1ccco1 (configuration not stated)	-10%	nt	nt	-9%	nt	2%	nt	-0.1%	4%
CC(=O)O/N=C/c1c(Cl)n(C)c2ccccc12	-6%	1.1	-4.9%	-1%	4%	-22%	6%	-1.7%	-22%
Cc1ccc(C)c(S(=O)(=O)Nc2ccc(C(=O)NCCc3ccccn3)cc2)c1	14%	1.1	-4.2%	-8%	0%	5%	-4%	-2.9%	-10%
CCn1nnc2cc(C(=O)NCC(c3ccccc3OC)N(C)C)ccc21 (configuration not stated)	8%	nt	nt	-1%	nt	8%	nt	-1.4%	25%
O=C(CNC(=O)c1ccc(Br)o1)NCCc1ccc(F)cc1	20%	nt	nt	-1%	nt	-24%	nt	5.8%	-19%
COc1ccccc1C(=O)N(Cc1ccco1)C1CCS(=O)(=O)C1 (configuration not stated)	0%	1.1	-1.4%	-6%	-6%	14%	-4%	0.5%	11%
CCC(C)(C)n1nnnc1C(c1ccccc1)N1CCN(Cc2ccccc2)CC1 (configuration not stated)	-9%	1.1	-0.6%	-4%	14%	-11%[20 µM]	13%	nt	-37%
Cc1ccc(Cn2c(=N)c(C#N)cc3c(=O)n4cccc(C)c4nc32)cc1	3%	1	-6.0%	-10%	nt	4%[20 µM]	nt	nt	-34%
Cc1nc(-c2ccccc2)sc1C(=O)/C=C/c1ccccc1	-87%	1	-3.7%	-1%	13%	-9%	19%	5.9%	-31%
CCC(C(=O)Nc1nccs1)c1ccccc1 (configuration not stated)	-4%	1.1	-6.4%	-7%	-6%	-1%	-6%	4.3%	-11%

(cont.)
SMILES	HEK293 NOD2/NF-kB	TNAP activators	XIAP antagonists	LYP phosphatase	human PMI inhibitors	KOR beta-arrestin-1	human PMI inhibition	KOR beta-arrestin-2	NOD1 inhibition
CCOCCCNC(=O)c1cccc(NC(=O)C2=C(C)OCCS2)c1	14%	nt	nt	-6%	nt	15%	nt	-9.2%	0%
COc1ccccc1OCc1csc(NC(=O)c2ccco2)n1	-9%	1.1	-5.2%	-5%	4%	15%	-2%	-0.9%	-9%
COC(=O)c1ccsc1NC(=O)CN1C(=O)CCC1=O	1%	nt	nt	4%	nt	11%	nt	-2.3%	-11%
COc1ccc2c(C(=O)CN3CCSCC3)c[nH]c2c1	-25%	nt	nt	-2%	nt	nt	nt	5.9%	-16%
O=CNC(n1cnc2c(N3CCOCC3)ncnc21)C(Cl)(Cl)Cl (configuration not stated)	-4%	nt	nt	-2%	nt	13%	nt	0.0%	1%
CCOC(=O)CSc1nc(N)c(C#N)c(-c2ccc(OC)cc2)c1C#N	-8%	1.1	-12%	1%	-17%	-24%	-20%	4.4%	-4%
CCCN1C(=O)C(Cc2nc3ccccc3c(=O)n2-c2ccccc2)c2ccccc21 (configuration not stated)	-8%	1.1	-5.7%	6%	9%	6%	11%	2.8%	-20%
CCOC(=O)COn1c(=O)c(-c2ccco2)[n+]([O-])c2ccccc21	5%	1	1.7%	1%	18%	17%	9%	-2.0%	-31%
CCOC(=O)C(C(=O)OCC)C(C[N+](=O)[O-])c1ccccc1 (configuration not stated)	10%	1.1	-3.2%	-8%	9%	20%	13%	0.0%	-9%
O=C(O)Cc1ccc(C(=O)CSc2ccccc2)s1	16%	nt	nt	-3%	nt	6%	nt	1.8%	1%
COc1ccccc1/C=C/CN1CCC(Oc2ccc(C(=O)N3CCCCC3)cc2)CC1	-21%	nt	nt	-4%	nt	-11%	nt	1.6%	-9%
COc1ccc(CCNC(=O)Cc2cc(OCc3ccccc3)c(OC)cc2[N+](=O)[O-])cc1OC	11%	1.1	-4.3%	-4%	17%	4%	13%	3.6%	6%
CC(=O)Nc1ccc(S(=O)(=O)Nc2cccc(-n3cnnn3)c2)cc1	14%	nt	nt	-10%	nt	-1%	nt	0.5%	-16%

Screening results deposited in PubChem by Sanford-Burnham Center for Chemical Genomics.

Not all compounds are listed; the hit share may differ from the screen's.
